Compound activity: PubChem, several laboratories
TcdB inh = blocks C. difficile toxin B glycohydrolase activity. P18177. TcdB glycohydrolase enzymatic assay, plate reader. inhibition, % at 9.99 µM. actives 0.24% (n = 350,000). AID 652162; in the data active = inhibition above about 10%
Y pestis TopoI = blocks Yersinia pestis topoisomerase I activity | activity, % at 10 µM | Y. pestis Topo-I cleavage product accumulation, plate reader | actives 0.064% (n = 360,000); in the data active = activity above about 50%, passing the limit was not always enough; inconclusive = no clear call, values can overlap the other calls; note: inactives centre near 2
PfHsp40 yeast = rescue of PfHsp40-mediated yeast toxicity | S. cerevisiae expressing PfHsp40, growth rescue, ATP luminescence | growth rescue, % at 12.5 µM | actives 0.68% (n = 340,000); in the data active = growth rescue above about 28%, passing the limit was not always enough; inconclusive = no clear call, values can overlap the other calls;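 note: yeast W303a lacking pdr1 and pdr3 grown in galactose medium; growth measured after three days at 30 °C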
DUSP3 inh = inhibitors of human VHR1 phosphatase (DUSP3); recombinant VHR phosphatase, pNPP absorbance; actives 0.52% (n = 290,000); P51452; inhibition, % at 13.3 µM; AID 1654; in the data active = inhibition above about 50%; note: some compounds called inactive have numbers as strong as hits
MazEF act = activators of E. coli MazEF toxin-antitoxin RNase | actives 0.32% (n = 350,000) | activation, % at 20 µM | FAM/BHQ RNA-DNA oligo cleavage fluorescence, 5 h; in the data active = activation above about 50%
3CLpro inhibitor = SARS-CoV 3CLpro protease inhibition; actives 0.14% (n = 290,000); recombinant SARS-CoV 3CLpro, quenched FRET peptide cleavage; inhibition, % at 6 µM; P0C6X7; AID 1706; in the data active = inhibition above about 12%
Anthrax LF inh2 = inhibitors of Bacillus anthracis lethal factor protease | P15917 | AID 588501 | multiplex microsphere protease cleavage assay, LF | actives 0.12% (n = 360,000) | inhibition, % at 10 µM; in the data active = inhibition above about 30%; inconclusive = no clear call, values can overlap the other calls; note: plate controls were buffer without enzyme for full effect and enzyme alone for no effect
Vc quorum ag = induces V. cholerae light production without autoinducers; actives 0.16% (n = 350,000); V. cholerae BH1578 lux reporter, luminescence, 6 h; activation, % at 18.7 µM; in the data active = activation mostly above about 9.7%, no sharp cut-off; inconclusive = no clear call, values can overlap the other calls; inactive = mostly below about 3.7%; note: not every result past the cut was called active; inactives centre near 0; reference of the scale not given here
Rv3671c inh = inhibitors of M. tuberculosis serine protease Rv3671c; P9WHR9; inhibition, % at 5.96 µM; actives 0.048% (n = 320,000); AID 2606; in the data active = inhibition above about 38%;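 note: extracellular domain of Rv3671c used as enzyme; 0% = enzyme with DMSO and 100% = no enzyme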
PriA SSB inh = K. pneumoniae PriA-SSBct interaction inhibition | AlphaScreen SSBct-PriA binding, biotinylated peptide | inhibition, % at 33 µM | actives 0.6% (n = 430,000) | AID 1272365; in the data active = inhibition mostly above about 37%, no sharp cut-off; inactive = mostly below about 20%;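 note: plate controls were negative control peptide for no effect and reference peptide for full effect; strong numbers were not always called active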
* marks the source's active call; other numbers are inactive results; i = inactive; ? = inconclusive; . = not tested or not shown; & = joins results of further samples.

SMILES,TcdB inh,Y pestis TopoI,PfHsp40 yeast,DUSP3 inh,MazEF act,3CLpro inhibitor,Anthrax LF inh2,Vc quorum ag,Rv3671c inh,PriA SSB inh
Cn1c(=O)c2ncn(CC(=O)NCCOCc3ccccc3Cl)c2n(C)c1=O,.,0,-1.0,39,8,-2,-1,-0.3,1,-4
CC(C)NC(=O)C1(C)Cc2c(-c3cccc(C(F)(F)F)c3)ccnc2O1 (centres undefined),1.3,0,.,.,.,.,4,i,.,.
COc1ccccc1C(O)c1ncc(-c2cccc(C(F)(F)F)c2)[nH]1 (centres undefined),2.0,7,.,.,.,.,-5,-0.4,.,.
Cc1ccc(NS(=O)(=O)c2cccc(C(=O)N3CCOCC3)c2)cc1,.,3,-2.6,10,6,-7,-3,i,6,-28
Cc1c(C(C)(C(=O)O)c2c(C)n(C)c3ccccc23)c2ccccc2n1C,-9.7,.,.,18,.,2,.,.,2,.
COc1ccc(/C(O)=C(\C#N)c2nc3ccccc3n2C)cc1OC,.,-1,4.2,16,2,1,2,i,-9,.
CCOc1ccc(CNC2CCCCCCC2)cc1OC,0.3,-3,-0.9,-13,-2,0,-7,i,1,-15
CCN(CC(=O)Nc1c(F)cccc1F)C(=O)c1ccc(S(=O)(=O)N2CCCCC2)cc1,0.5,1,-0.2,.,-2,.,?,i,1,-3
O=C(NCCSc1c[nH]c2ccccc12)c1ccc(Br)o1,2.8,3,-0.1,-5,-3,-1,2,-0.6,1,3&12
Cc1ccc(CCN2CC(C(=O)N3CCC4(CC3)OCCO4)CC2=O)cc1 (centres undefined),.,-6,-0.2,7,1,-4,1,i,9,-9
COC(=O)C(CC(=O)c1ccc(C)cc1)n1cccn1 (centres undefined),0.4,1,0.5,1,9,0,-14,i,1,-15
O=C(CN1CC=C(c2ccccc2)CC1)Nc1c(Cl)cccc1Cl,.,4,0.6,38,-1,0,1,-6.2,1,1
COC(=O)[C@H](CCSC)NC(=O)Cn1cnc2c(SC)nc(N)nc21,0.3,3,0.5,.,12,.,-4,4.6,4,1
CC(=O)Nc1cccc(NC(=O)CCn2c(=O)sc3ccccc32)c1,.,-7,0.0,-25,6,-3,0,i,2,-23
Cc1ccc(-c2csc3nc4ccc(C(=O)NCCO)cc4c(=O)n23)cc1,.,7,-0.4,-1,15,.,-6,i,-1,7
CCc1cc(C(=O)N(C)CC(=O)Nc2c(Cl)cccc2Cl)sc1C,2.8,8,0.3,.,2,.,2,i,8,4
Cc1ccc(-c2nnc(COC(=O)c3cc(=O)[nH]c4ccccc34)o2)cc1,1.0,-8,0.4,18,5,-4,0,-0.7,-23,-2
CCc1ccc(CCC(=O)Nc2nc(CC(C)=O)ns2)o1,.,17,-0.6,-28,8,1,-2,4.2,-2,-14
OC[C@@H]1[C@@H](c2ccccc2)C(c2ccccc2)=NN1c1ccccc1,1.6,-16,3.9,.,5,.,1,0.9,.,-40
Cc1ccc(S(=O)(=O)N2CCC(C(=O)N3CCC(C(=O)NCC4CCCO4)CC3)CC2)cc1 (centres undefined),1.5,3,-0.3,15,0,0,2,-0.9,8,-11
O=C(C1CCCN(CCCc2ccccc2)C1)N1CCCCCC1 (centres undefined),-0.6,-1,2.1,-4,-7,0,1,-0.1,4,-2
CN(CC(=O)NNC(=O)CCNS(=O)(=O)c1ccccc1)S(=O)(=O)c1ccc(Cl)cc1,0.6,0,.,.,-9,.,-5,i,-3,-2
COc1ccc(CNC(=O)C(C)Cc2ccccc2)cc1O (centres undefined),0.7,-6,0.1,16,1,-2,-7,0.0,3,-6
NC(=O)c1ccc(NC(=O)COC(=O)C2CC3C=CC2C3)cc1 (centres undefined),0.2,8,-0.9,.,6,.,-4,-2.9,5,-14
CCOCCCNC(=O)C(NC(=O)c1ccc(NC(C)=O)cc1)c1ccc(C)cc1 (centres undefined),0.1,-7,-0.5,-5,-19,4,1,-0.2,2,3

Reprinted from the part before: 2 compounds, then new ones.
SMILES,TcdB inh,Y pestis TopoI,PfHsp40 yeast,DUSP3 inh,MazEF act,3CLpro inhibitor,Anthrax LF inh2,Vc quorum ag,Rv3671c inh,PriA SSB inh
NC(=O)c1ccc(NC(=O)COC(=O)C2CC3C=CC2C3)cc1 (centres undefined),0.2,8,-0.9,.,6,.,-4,-2.9,5,-14
CCOCCCNC(=O)C(NC(=O)c1ccc(NC(C)=O)cc1)c1ccc(C)cc1 (centres undefined),0.1,-7,-0.5,-5,-19,4,1,-0.2,2,3
CC1(C)C=Cc2c(c3c(c4c(=O)c(-c5ccc(O)cc5)coc24)OC(C)(C)CC3)O1,0.8,29,15,17,11,3,1,-0.4,-6,3
Cn1cccc1CNCc1ccc(F)cc1,1.3,-7,-1.6,-8,-3,0,-5,-0.7,-2,-1
O=C(COc1ccccc1-c1ccccc1)N/N=C/c1ccncc1,0.8,2,1.9,34,-7,6,-6,0.1,1,.
O=C(/C=C/c1cccs1)N1CCN(c2ccc(F)cc2)CC1,1.1,-1,0.1,25,-10,0,-23,i,6,6
O=C1CC(/C=C/c2ccccc2)=Nc2ccccc2N1,0.8,6,-0.4,18,2,3,-1,-0.3,-8,31
O=C(Cc1ccccc1F)OCN1C(=O)c2ccccc2C1=O,2.4,2,-0.4,36,-2,-6,-2,-0.1,-2,-14
O=C(COC(=O)/C=C/c1cccc(C(F)(F)F)c1)NCc1ccccc1,1.1,-4,0.8,-10,1,4,0,-0.2,-5,-11
COc1ccc(C)cc1NC(=O)CCCN1C(=O)NC(C)(C)C1=O,0.6,0,-0.6,.,-2,.,3,i,-5,-12
CCCS(=O)(=O)c1ccc(COC(=O)c2ccc(NC(C)=O)cc2)cc1,1.5,-2,1.2,6,-20,4,-2,0.2,8,-5
CC(=O)c1ccc(NC(=O)N[C@@H](CC(C)C)C(=O)O)cc1,.,-5,-0.3,22,-1,-1,-1,.,-3,-6
O=C(O)c1nccnc1C(=O)NCc1csc2ccc(Cl)cc12,1.6,-4,0.9,4,-2,5,-1,i,1,-2
Cc1ccccc1OCC(=O)OCC(=O)Nc1ncc(Cl)c(C)c1Cl,-0.5,15,-0.5,.,-18,.,10,1.5,5,-7
N#Cc1cnn(-c2cccc(Cl)c2)c1N,1.6,3,-0.3,19,10,-2,-3,0.2,1,5&-8
Cc1cccc(-n2c(Cc3cc(=O)[nH]c(=O)[nH]3)nnc2SCC(=O)NCc2ccco2)c1,.,-3,-0.3,.,0,4,3,-1.6,1,1&-9
Cc1ccc(OCc2cc(C(=O)N3CCCC(O)C3)no2)cn1 (centres undefined),0.9,-1,0.9,-3,7,1,-2,-0.4,0,-19
c1ccc2oc(C3=NNC(=NC4CC4)SC3)cc2c1,0.7,-5,-1.5,1,4,2,-1,-0.2,-6,25
CC(=O)NN1C(=O)c2ccccc2NC1c1ccco1 (centres undefined),-1.7,11,-0.6,16,8,-1,3,-0.6,3,-2
O=C(CCc1ccc(S(=O)(=O)NCCc2ccccc2)cc1)N1CCN(Cc2ccc3c(c2)OCO3)CC1,.,-6,-0.2,33,.,-1,-5,-0.1,-8,.
C[C@H](CO)N1C[C@H](C)[C@@H](CN(C)C(=O)c2ccccc2)OCc2cn(nn2)CCCC1=O,-9.4&-1.4,-5,.,.,6,.,1,0.6,.,.
COc1ccc(S(=O)(=O)Nc2ccc(-c3ccc4nncn4n3)cc2)c(OC)c1,2.4,-4,-0.5,.,1,.,-4,i,-11,-8&-10
Cc1cc(NC(=O)c2ccccc2C)no1,-8.8,-5,-0.9,-5,11,-1,-17,-0.2,0,-4
COC(=O)c1sc2ccccc2c1-n1cccc1C(=O)C(=O)Nc1ccccc1,.,-2,-0.7,12,-5,7,-5,-0.6,-6,31
Cc1ccc(/C=C/C(=O)O)cc1S(=O)(=O)N(CCO)CCO,.,-1,1.1,-11,-2,-2,2,-0.6,4,-10
O=C(NCc1ccc2c(c1)OCO2)c1ccc(CS(=O)Cc2cccc(Cl)c2)o1 (centres undefined),0.5,20,-0.2,-15,-12,-1,-1,-0.3,-3,4
O=C(c1cc2ccccc2oc1=O)N1CCN(c2ccccn2)CC1,.,11,-0.3,6,-5,-2,-1,i,-4,-9
O=c1c(O)c(-c2ccccc2)oc2ccccc12,0.6,2,219*,.,0,.,24,-0.4,.,-16
Clc1ccc2c(c1)-c1[nH]ncc1CS2,1.4,-8,0.1,-19,-5,2,-8,-0.9,-11,2
CN1CCN(C(=O)CCN2C(=O)/C(=C\c3ccccc3F)SC2=S)CC1,0.4,31,-1.1,8,-1,3,-7,0.0,-31,-3
CCCc1cc(=O)oc2c3c(cc(OCC(=O)N[C@@H](C)C(=O)O)c12)OC(C)(C)CC3,0.0,-3,0.1,2,9,6,5,i,-2,-9
C=CCn1c(=S)[nH]c2nc3c(cc2c1=O)CCCC3,2.1,-1,0.0,6,2,-3,-4,-0.4,2,-2
C=C1C(=O)O[C@@H]2C[C@@H](C)[C@@H]3C=CC(=O)[C@@]3(C)[C@@H](OC(=O)CC(=O)O[C@H]3[C@@H]4C(=C)C(=O)O[C@@H]4C[C@@H](C)[C@@H]4C=CC(=O)[C@]43C)[C@H]12,0.4,4,-0.5,4,3,.,0,-0.8,-35,-4
Cc1ccc(-c2cc(Cc3ccccn3)c(=O)[nH]n2)cc1,0.4,7,-1.5,-28,4,-2,-8,-0.7,-5,-1
Cc1cc(F)ccc1C(O)c1ncc(-c2ccc(Oc3ccccc3)cc2)[nH]1 (centres undefined),0.1,-15,.,.,.,.,-7,-0.5,.,.
CCOC(=O)N1CCN(C(=O)/C=C/c2cccc([N+](=O)[O-])c2)CC1,-0.1,3,-0.1,32,5,-1,-5,-0.2,2,-1
CCCCN(C(=S)Nc1cccc(SC)c1)C1CCN(C(C)=O)CC1,1.3,6,7.2,-5,6,-6,-9,-0.4,-2,-8
CCOc1ccc(-c2nc(CSc3nnc(N)s3)cs2)cc1,.,4,2.3,-19,9,-6,-3,i,-2,2
CCn1c(O)c(/C=N/NC(=O)c2ccncc2)c(=O)[nH]c1=S,-4.7,-2,0.4,-4,-14,-1,-2,-0.3,0,.
Cn1c(SCC(=O)N/N=C/C=C/c2ccco2)nc2ccccc21,.,13,-0.4,-2,10,-4,-2,0.2,1,.
CCN1CC2=C(OC(N)=C(C#N)C2c2ccccc2)/C(=C\c2ccccc2)C1 (centres undefined),.,18,0.1,-6,34,0,2,0.6,6,13
N#C/C(=C\c1coc2ccc(O)cc2c1=O)C(=O)Nc1nc2ccccc2s1,-5.2,-23,0.1,-23,i,5,-1,-0.1,-7,13
Cc1ccccc1OCC(=O)NNC(=S)NC(=O)c1ccccc1[N+](=O)[O-],0.1,-6,-0.1,-7,-1,4,0,i,-2,-16
O=C1CC(NS(=O)(=O)c2cccnc2)CN1c1ccccc1 (centres undefined),2.7,-1,-0.1,.,7,.,0,i,3,-8
COc1ccc(CCNC(=O)C(=O)NCC2CCCO2)cc1 (centres undefined),.,-6,1.0,9,1,7,1,i,4,-9
CCOC(=O)c1cccc(NC(=O)C(C)N2C(=O)c3ccccc3C2=O)c1 (centres undefined),.,4,-1.5,28,6,1,0,-0.4,-9,-6
Cn1c(=O)c(=O)n(C)c2cc(S(=O)(=O)N3CCOc4ccccc43)ccc21,-0.8,7,0.1,24,4,-2,18,-0.6,5,-2
Cn1c(SCc2ccon2)nc2ccccc2c1=O,.,3,12,-8,-4,4,5,1.0,-7,-10
Cc1ccccc1NC(=O)C(Cl)=C(Cl)Cl,-0.3,-2,-0.2,33,4,3,-1,i,-15,-23

A portion of the library (hit frequency here may not be typical).
